SRC1 TRFRET art – flags TR-FRET format artefacts in PPARgamma SRC-1 recruitment agonist screen | TR-FRET detection artefact counter-screen, emission ratio; active compounds read high | 0.34% of 99,000 active | TR-FRET ratio at 8 µM | AID 1051; in the data active = TR-FRET ratio above about 2300; also: inactives centre near 1800; reference of the scale not given here
SRC3 TRFRET art – flags TR-FRET format artefacts in PPARgamma SRC-3 recruitment agonist screen; 0.39% of 99,000 active; TR-FRET artefact counter-screen, PPARgamma/SRC-3 format; active compounds read high; TR-FRET ratio at 8 µM; in the data active = TR-FRET ratio above about 2000; also: inactives centre near 1600; reference of the scale not given here
The depositor's hits bear a star.

SMILES	SRC1 TRFRET art	SRC3 TRFRET art
COc1cc(/C=C(\C#N)C(=O)NCC2CCCO2)ccc1O (centres undefined)	2190	1647
Cc1cc(C(=O)Nn2c(C)nc3ccccc3c2=O)ccc1[N+](=O)[O-]	1932	1492
Cc1ccc(NC(=O)C2SC(=Nc3ccccc3)C(C(=O)Nc3ccc(Cl)cc3)=C2N)cc1 (centres undefined)	1563	1599
Cc1ccc(CNC(=O)COC(=O)CSc2ccc(Br)cc2C)cc1	1654	1760
COc1ccc(CNc2nc(NCc3ccc(OC)cc3)n(C(=O)c3ccncc3)n2)cc1	1805	1454
O=C(O)c1cn(-c2ccc(N3CCCC3)c(F)c2)c2c(F)c(F)c(F)cc2c1=O	4223*	3524*
Cc1cc(C(=O)COC(=O)c2ccc(O)cc2)c(C)n1-c1ccccc1F	1955	1723
CCOC(=O)c1sc2nc(C)nc(Nc3ccc(OC)cc3)c2c1C	1788	1621
N=c1sccn1CC(=O)NCc1ccc(Cl)cc1Cl	1631	1422
CC(C)(C)c1c(Cl)c(O)c(-c2ccccc2)c(=O)n1-c1ccccc1	1669	1588
O=C(COc1ccc(-c2nnco2)cc1)NCc1ccccc1Cl	1848	1537
COc1cccc(CNC(=O)CCC2CCCN(C(=O)c3ccc(OC)c(F)c3)C2)c1 (centres undefined)	1637	1575
CN(Cc1cccnc1)Cc1c(C(=O)N2CCc3ccccc3C2)nc2ccc(Cl)cn12	1732	1492
CC(C)(C)c1nn2cnnc2n(/N=C/c2ccccc2)c1=O	1822	1681
CCOC(=O)COc1ccccc1/C=N/O	1491	1496
COc1ccc(-c2coc3cc(O)ccc3c2=O)cc1O	1891	1704
Cc1nnc(SCC2=C(C(=O)O)N3C(=O)C(NC(=O)c4cc(F)c(F)cc4Cl)C3SC2)s1 (centres undefined)	1659	1670
Cc1c(NC(=O)COC(=O)c2cc(-c3ccc(-c4ccccc4)cc3)nc3ccccc23)c(=O)n(-c2ccccc2)n1C	1579	1481
CCOC(=O)N1CCC(NCCNC(=O)c2ccco2)CC1	1793	1479
CC(=O)c1ccc(NC(=O)c2cc(Cl)nc3ccccc23)cc1	1945	1638
Fc1cc(F)cc(NC(=S)N2CCC(c3ccccc3)C2)c1 (centres undefined)	1930	1463
COc1ccccc1NC(=S)NC1CCCCC1	1645	1790
O=C(Cn1ccc([N+](=O)[O-])n1)Nc1nc2ccccc2s1	1956	1602
Cc1cc(C)c(NC(=O)Cn2c(=O)n(Cc3ccco3)c(=O)c3ccccc32)c(C)c1	1832	1413

Some of these compounds in order of length of the SMILES, smallest number first:
SMILES	SRC1 TRFRET art	SRC3 TRFRET art
COc1ccc(-c2coc3cc(O)ccc3c2=O)cc1O	1891	1704
CCOC(=O)N1CCC(NCCNC(=O)c2ccco2)CC1	1793	1479
Fc1cc(F)cc(NC(=S)N2CCC(c3ccccc3)C2)c1 (centres undefined)	1930	1463
CC(=O)c1ccc(NC(=O)c2cc(Cl)nc3ccccc23)cc1	1945	1638
CN(Cc1cccnc1)Cc1c(C(=O)N2CCc3ccccc3C2)nc2ccc(Cl)cn12	1732	1492
Cc1c(NC(=O)COC(=O)c2cc(-c3ccc(-c4ccccc4)cc3)nc3ccccc23)c(=O)n(-c2ccccc2)n1C	1579	1481

(next part)
SMILES	SRC1 TRFRET art	SRC3 TRFRET art
Cc1nc2scc(-c3ccc(C(C)C)cc3)c2c(=O)n1N	1773	1511
O=C(NC(=S)Nc1ccccc1N1CCCCC1)c1cccs1	1796	1513
COc1ccccc1Nc1nccc(N(C)C)c1C#N	1801	1846
COc1ccc2c(c1)CCc1c(C(=O)Nc3cc(C)n(Cc4ccc(Cl)cc4)n3)noc1-2	1621	1780
C/C(=N\NC(=O)c1ccccc1O)c1cccs1	1667	1504
CCOC(=O)c1c(C)[nH]c(C)c1C(=O)COC(=O)CNC(=O)C1CCCCC1	1747	1587
CCOc1ccc(NC(=S)Nc2ccc3nsnc3c2)cc1	2443*	2027
Cc1ccc(S(=O)(=O)N2CCC(=O)N(CCOCc3ccccc3)CC2)cc1	1660	1693
CO/N=C/C(C#N)=C/c1ccc(OC)c(OC)c1	1782	1592
O=C(NCc1cccs1)C1CC(c2ccc(Cl)c(Cl)c2)=NO1 (centres undefined)	1651	1506
O=c1[nH]cnc2c1ncn2[C@@H]1O[C@H](CO)[C@@H](O)[C@H]1O	1594	1515
O=C(O)C1CCN(c2ccc(S(=O)(=O)N3CCOCC3)cc2[N+](=O)[O-])CC1	1751	1592
CCN(CC)CCCNc1ncnc2ccccc12	1725	1744
CCOC(=O)c1c(C)[nH]c(C(=O)N/N=C\c2ccccc2Cl)c1C	2025	1697
COc1cc(C(=O)NCC(=O)OC(C)C(=O)Nc2ncc(Cl)cc2Cl)cc(OC)c1OC (centres undefined)	1674	1479
CCCCc1ccc(NC2=NCC(=O)N2CCc2ccccc2)cc1	1697	1626
N#Cc1cccc(Nc2c3c(nc4ccccc24)CCCC3)c1	1880	1584
COc1ccccc1CNC(=O)CSc1ccc(Br)cc1	1917	1500
CCOc1cc(CNc2ccc(S(N)(=O)=O)cc2)ccc1OCC(=O)NC(C)(C)C	1894	1544
Cc1nc2scc(-c3ccccc3)c2c(=O)n1/N=C/c1ccco1	1957	1800
CC(CC(=O)Nc1ncc([N+](=O)[O-])s1)c1ccccc1 (centres undefined)	1786	1515
Cc1ccc(Oc2nnc(-c3ccc(C)cc3)c3ccccc23)cc1	1851	1662
Clc1ccccc1-c1nnc2sc(-c3cccs3)nn12	1934	1655
O=C(O)c1ccc(CSc2nnc(-c3ccco3)n2-c2ccccc2)cc1	1807	1817

Structural class, those above with a COOH group (4)
SMILES	SRC1 TRFRET art	SRC3 TRFRET art
O=C(O)c1cn(-c2ccc(N3CCCC3)c(F)c2)c2c(F)c(F)c(F)cc2c1=O	4223*	3524*
Cc1nnc(SCC2=C(C(=O)O)N3C(=O)C(NC(=O)c4cc(F)c(F)cc4Cl)C3SC2)s1 (centres undefined)	1659	1670
O=C(O)C1CCN(c2ccc(S(=O)(=O)N3CCOCC3)cc2[N+](=O)[O-])CC1	1751	1592
O=C(O)c1ccc(CSc2nnc(-c3ccco3)n2-c2ccccc2)cc1	1807	1817

New compounds follow
SMILES	SRC1 TRFRET art	SRC3 TRFRET art
CC(=O)CC1(OC(C)=O)C(=O)N(C)c2ccccc21 (centres undefined)	1946	1511
NC(=O)CN(c1ccc(Cl)cc1)S(=O)(=O)c1ccccc1	2061	1719
Cc1cccc(NC(=O)CSC2=NN3CCCC(=O)N=C3S2)c1C	1945	1551
O=C(/C=C/c1ccco1)Nc1cc(Cl)ccc1C(=O)O	1922	1567
O=C(NCc1cccnc1)C1c2ccccc2C(=O)N1C1CCCC1 (centres undefined)	1633	1598
CC(C)CNC(=S)N1CCN(Cc2ccc3c(c2)OCO3)CC1	1752	1435
O=C(CNC(=O)C1CCCCC1)Nc1ccccc1	1911	1549
O=C(COC(=O)c1c(F)cccc1F)Nc1ccc2[nH]c(=O)[nH]c2c1	1660	1487
COc1ccc(C2C(C#N)=C(N)Nc3nc4ccccc4n32)cc1 (centres undefined)	1761	1625
Cc1ccc(NC(=O)CC2S/C(=N/N=C/C=C/c3ccccc3)NC2=O)cc1Cl (centres undefined)	1915	1418
O=C(CSc1nnc(SCc2ccccc2)s1)N/N=C/c1c(Cl)cccc1Cl	1642	1701
Nc1c(NCc2ccccc2F)c(=O)[nH]c(=O)n1Cc1ccccc1	1988	1640
OCC1(CCOc2ccccc2)CCN(Cc2cn[nH]c2-c2ccccc2)CC1	1614	1475
O=C(c1ccc(COCC(F)(F)F)cc1)N1CCN(c2ccccn2)CC1	1753	1402
CC(C)CCN1CCN(Cc2ccc(Oc3ncccn3)cc2)CC1CCO (centres undefined)	1614	1525
Cc1ccc(NC(=S)NCc2ccc(S(N)(=O)=O)cc2)cc1Cl	1972	1609
O=C(N/N=C/c1ccccc1OC(F)F)c1cc(-c2ccncc2)nc2ccccc12	1744	1465
Cc1cc(C(=O)COC(=O)C2CCN(C(=O)c3ccc(Cl)cc3)CC2)c(C)n1CC1CCCO1 (centres undefined)	1954	1665
CC1=C(C)CC(C(=O)NC(C)CCc2ccccc2)C(C(=O)O)C1 (centres undefined)	1626	1528
O=Cc1cn(CCC(=O)O)nc1-c1cc2ccccc2o1	1734	1427
COc1ccc(OC)c(Cc2nnc(CCC(=O)NCc3ccc(C)s3)o2)c1	1480	1336
O=C(/C=C/c1ccc2c(c1)OCO2)NCCCN1CCOCC1	1772	1427
COc1ccc(NS(=O)(=O)c2ccc(NC(=S)NC(=O)c3cccc(F)c3)cc2)nn1	1831	1574
CN(C)S(=O)(=O)c1ccc(NC(=O)N2CCOCC2)cc1	1828	1571
CC1=CCC[C@@H]2[C@@](C)(CC/C(C)=C/C(=O)O)[C@H](C)CC[C@@]12C	1804	1352
C[C@@H](C(=O)N1CCNCC1)n1cc(CCCN=C(N)N)nn1	1620	1617
O=[N+]([O-])c1ccc(O)c(/C=N/Nc2ccccn2)c1	1866	1620
CCOC(=O)Cc1c(C)nc2c(-c3ccc(Cl)cc3)c(C)nn2c1C	1770	1588
COc1ccc2oc(-c3cccc(NC(=O)CSc4ccc(Cl)cc4)c3)nc2c1	1838	1532
CC(NC(=O)C1CC12CCC2)c1ccccc1 (centres undefined)	1768	1551
COc1cccc(C(=O)/C=C/Nc2ccc(S(=O)(=O)Nc3ncccn3)cc2)c1	1765	1605
CN(C)S(=O)(=O)Oc1ccccc1C(=O)Nc1ccc(F)cc1F	1570	1611
O=C(Nc1ccccc1NC(=O)C1CCCO1)c1ccco1 (centres undefined)	1871	1701
C=CCOCCN1C(=O)C2C3C=CC(C2C1=O)C1C2C(=O)N(CCOCC=C)C(=O)C2C31 (centres undefined)	2016	1567
Cc1ccc2nc(N3CCN(C(=O)c4cccs4)CC3)c(C#N)cc2c1	1591	1403
CC(=O)c1cccc(NS(=O)(=O)c2ccc(N/C=C/C(=O)c3ccc(F)cc3)cc2)c1	1748	1633
O=[N+]([O-])c1ccc2c(c1)[nH]c(=S)n2-c1ccccc1	1671	1510
Cc1ccc(S(=O)(=O)N2CCCCC2)cc1NC(=O)CSc1nnc(N)s1	1679	1471
CCOc1ccc(-c2ccc(SCC(=O)NCC3CCCO3)nn2)cc1 (centres undefined)	1568	1659
CCOc1ccc(-n2c(Cc3cc(=O)[nH]c(=O)[nH]3)nnc2SCC(=O)Nc2nnc(C)s2)cc1	1795	1887
O=C(C/C=N\OCc1ccc([N+](=O)[O-])cc1)Nc1ccccc1	1863	1616
Cc1nn(Cc2ccc(Cl)cc2)c(C)c1NC(=O)C(c1ccccc1)c1ccccc1	1765	1511
O=[N+]([O-])c1cc(-c2ccn[nH]2)ccc1Cl	1797	1591
COC(=O)CN1C(=O)N/C(=C/c2cc(OC)c(OC)cc2C)C1=O	1674	1473
CCC(C)N(C(=O)COC(=O)CNC(=O)c1ccccc1F)C1CCS(=O)(=O)C1 (centres undefined)	2086	1704
COc1ccc(NC(=S)NCC(O)c2ccccc2)c(OC)c1 (centres undefined)	1505	1668
CN(C)S(=O)(=O)c1ccc(N=Cc2c(C(F)(F)F)[nH]n(C)c2=O)cc1	1873	1635
Cc1ccc(NS(=O)(=O)c2cccc(C(=O)NN3CCOCC3)c2)cc1	1774	1610

Some values from the entries so far:
`O=[N+]([O-])c1ccc2c(c1)[nH]c(=S)n2-c1ccccc1` – SRC3 TRFRET art: 1510
`COc1ccc(NC(=S)NCC(O)c2ccccc2)c(OC)c1` (centres undefined) – SRC1 TRFRET art: 1505

Next section
SMILES	SRC1 TRFRET art	SRC3 TRFRET art
COc1ccc(C(=O)COC(=O)CNC(=O)c2ccc(OC)cc2)cc1	1875	1727
CCCc1nc(NCc2ccccc2)c(C#N)c2c1CCCC2	1640	1718
O=C(OCCN1C(=O)c2cccc3c(N4CCOCC4)ccc(c23)C1=O)c1cc(Cl)cc(Cl)c1	2026	1736
O=C(O)CCCC(=O)N1CCC(C(O)(c2ccccc2)c2ccccc2)CC1	1664	1724
COc1ccc(/C=C2\SC(=O)N=C2N)cc1OC	2028	1774
COc1ccc(NS(=O)(=O)c2cc(N/C(=N\S(=O)(=O)c3ccccc3)c3ccc(F)cc3)ccc2Cl)cc1	1795	1443
CC1(C)Cc2cccc(OCC(=O)Nc3ccc(OCC(N)=O)cc3)c2O1	1832	1594
O=C(CCl)Nc1ccc(N2CCCCCC2)cc1	2187	1564
Cc1cccc(OCC(=O)NCC2CCCO2)c1C (centres undefined)	1770	1606
Cc1cc(C(=O)CN2C(=O)CN(C)C2=O)c(C)n1-c1cccc(S(=O)(=O)N2CCOCC2)c1	1667	1414
COC(=O)c1ccccc1NC(=O)Nc1cccc(C)n1	1831	1658
Cc1ccc(-c2nc(CSc3nc4ccccc4c(=O)n3CCO)cs2)cc1	1818	1462
Nc1cc(S(=O)(=O)O)cc([N+](=O)[O-])c1O	1840	1637
O=C(C[n+]1cccc(/C=N/O)c1)N1CCCc2ccccc21	1710	1605
COc1ccc(/C=C2\SC(=O)N(CCNC(=O)Cc3coc4cc(OC)ccc34)C2=O)cc1	1904	1405
O=C(CSCc1c(Cl)cccc1Cl)Nc1ccccc1-c1ccccc1	1919	1658
CC(C)(C)[C@H]1C=C(C(=O)NCc2ccccc2)O[C@@H](OCc2ccc(CO)cc2)C1	1708	1570
O=C(CCC1CCCN(C(=O)CC2=CCCCC2)C1)N1CCN(c2ccccn2)CC1 (centres undefined)	1834	1814
Cc1c(C(=O)N/N=C/c2ccc(N3CCOCC3)cc2)nc2ccccn12	1710	1542
CCOc1cccc(-c2csc(C3COc4ccccc4O3)n2)c1 (centres undefined)	1554	1472
CC(=O)Nc1ccc(S(=O)(=O)Nc2ccccn2)cc1	1564	1492
Cc1cc(C)cc(Nc2nc3c(S(=O)(=O)c4ccccc4)nnn3c3ccccc23)c1	1829	1731
CCc1nnc(NC(=O)CN2C(=O)/C(=C/c3ccc(OC)c(OC)c3)SC2=S)s1	1496	1422
O=C(NCCCN1CCOCC1)c1ccc(Sc2ccccc2Cl)c([N+](=O)[O-])c1	1768	1470
COc1ccc(/C=C(\C#N)C(=O)NCc2cccs2)cc1OC	1560	1406

Compound activity from PubChem BioAssay.

A portion of the library (hit frequency here may not be typical).
